LYP inhibition – inhibitors of LYP phosphatase, biochemical, fluorescence intensity, uHTS (AID 1779); Tyrosine-protein phosphatase non-receptor type 22 (Homo sapiens); recombinant LYP phosphatase, fluorescence intensity; higher % means a stronger effect; inhibition, % at 11.5 µM, or IC50 in µM where a hit was titrated; actives 0.054% (n = 290,000); in the data active = inhibition above about 50%;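 note: plate controls were vehicle with enzyme for no effect and no enzyme for full effect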
Rac1 GTP hydrolysis – MgcRacGAP GTPase-activating activity inhibitors, confirmation, biochemical, ADP Hunter fluorescence | Rac GTPase-activating protein 1 (Homo sapiens) | MgcRacGAP-stimulated Rac1 GTP hydrolysis, ADP Hunter fluorescence; higher % means a stronger effect; GST-tagged Rac1 F28L mutant substrate | inhibition, % at 30 µM, or IC50 in µM where a hit was titrated | actives 0.6% (n = 340,000) | AID 624330, 2012;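 active = first-screen hits whose inhibition reached a set limit at any dose in the follow-up dose series; inconclusive = inhibition above the set first-screen limit but never retested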;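 note: fluorescence reports GDP produced by GAP-driven GTP hydrolysis; strong numbers were not always called active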
SIAH1 antagonists – Siah-1 peptide-binding antagonists, primary screen, biochemical, fluorescence polarization, rhodamine-plectin, uHTS (AID 1817); E3 ubiquitin-protein ligase SIAH1 (Homo sapiens); Siah-1 / rhodamine-plectin peptide fluorescence polarization; higher % means a stronger effect; actives 0.02% (n = 290,000); one-dose displacement, % at 20 µM; IC50 in µM for titrated hits;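 active = displacement of at least 50% at 20 µM, with a fluorescence ratio check between 0.3 and a set limit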;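 note: plate controls were Siah plus tracer with DMSO for no effect and tracer alone without Siah for full effect; strong numbers were not always called active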
Myeloid diff MLP – induction of myeloid progenitor differentiation, primary screen, cell-based, flow cytometry, MLPCN library; ER-HoxA9 myeloid progenitors, lysozyme-GFP differentiation; calls only at 10 µM; actives 1% (n = 360,000);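 active = normalized GFP-positive differentiation at or above the plate's own cutoff, the solvent-only control mean plus 3 SD; inconclusive = no clear call, values can overlap the other calls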;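 note: cells exposed to compound for four days before flow analysis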
NTR1 agonist – agonists of NTR1, primary screen, imaging, U2OS cells, beta-arrestin-GFP, high content (AID 493036). Neurotensin receptor type 1 (Homo sapiens), P30989. NTR1-U2OS beta-arrestin-GFP spot imaging, agonist mode. activation, % at 20 µM. actives 0.17% (n = 330,000);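 active = activation at or above 40% of the spot to cytoplasm intensity ratio, with at least 20 cells analyzed; inconclusive = wells under 20 cells, flagged as cytotoxic or low count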;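 note: 0% = DMSO without peptide and 100% = 100 nM NTR1 peptide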
Target sequence (P30989 whole entry, looked up): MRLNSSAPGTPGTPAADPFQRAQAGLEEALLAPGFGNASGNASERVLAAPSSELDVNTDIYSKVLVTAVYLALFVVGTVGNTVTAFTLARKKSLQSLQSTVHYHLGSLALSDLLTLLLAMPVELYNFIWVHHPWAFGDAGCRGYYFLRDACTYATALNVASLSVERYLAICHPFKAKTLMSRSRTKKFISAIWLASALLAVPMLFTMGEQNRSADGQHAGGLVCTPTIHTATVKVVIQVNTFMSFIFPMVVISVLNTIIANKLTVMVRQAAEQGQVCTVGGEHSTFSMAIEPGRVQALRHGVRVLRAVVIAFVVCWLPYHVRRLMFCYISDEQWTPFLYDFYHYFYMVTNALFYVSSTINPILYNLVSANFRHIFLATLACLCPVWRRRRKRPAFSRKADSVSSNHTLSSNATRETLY
PhoP inhibition – inhibitors of PhoP regulon expression, primary screen, Salmonella Typhimurium, GFP reporter (AID 1863); actives 0.16% (n = 300,000); inhibition, % at 50 µM, or IC50 in µM where a hit was titrated; S. Typhimurium PhoP-regulated promoter GFP reporter, 4 h; higher % means a stronger effect;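 active = inhibition over 29.93%, a cutoff 3 SD above the screen mean, later confirmed by dose response; inconclusive = inhibition over 29.93% but no dose response follow-up; inactive = inhibition at most 29.93% or unconfirmed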;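 note: 0% = low Mg2+ inducing control and 100% = high Mg2+ repressing control; strong numbers were not always called active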
GPR35 antagonists – GPR35 antagonists blocking zaprinast-driven arrestin recruitment, primary screen, imaging, U2OS, beta-arrestin-GFP, zaprinast agonist (AID 2058). U2OS GPR35 beta-arrestin-GFP translocation imaging, zaprinast antagonism; higher % means a stronger effect. G-protein coupled receptor 35 (Homo sapiens). actives 0.052% (n = 290,000). one-dose inhibition, % at 10 µM; IC50 in µM for titrated hits;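 active = inhibition of at least 50% with at least 30 cells and total cytoplasm GFP at most 10,000,000; inconclusive = under 30 cells or total GFP of 10,000,000 plus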
HIV fusion peptide – inhibitors of HIV fusion peptide binding, primary screen, biochemical, uHTS, fluorescence dequenching (AID 1986). cell-free peptide binding, fluorescence dequenching, 30 min; higher % means a stronger effect. one-dose inhibition, % at 20 µM; IC50 in µM for titrated hits. actives 0.3% (n = 290,000); in the data active = inhibition mostly above about 52%, no sharp cut-off; inactive = mostly below about 76%; note: some results filed as inactive read as strong as hits
GPR55 LPI antagonism – GPR55 antagonists blocking LPI-driven arrestin recruitment, primary screen, imaging, U2OS, beta-arrestin-GFP, LPI agonist (AID 2013) | G-protein coupled receptor 55 (Homo sapiens) | U2OS GPR55 beta-arrestin-GFP translocation imaging, LPI antagonism; higher % means a stronger effect | one-dose inhibition, % at 10 µM; IC50 in µM for titrated hits | actives 0.13% (n = 290,000);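 active = spots per cell inhibited over 60%, with over 100 cells counted and total cytoplasm intensity under 500,000; inconclusive = wells with under 100 cells, flagged as likely toxic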;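 note: U2OS cells stably carrying GPR55 and arrestin-GFP stimulated by 5 µM LPI near EC80; imaged beta-arrestin-GFP aggregate spots per cell after agonist stimulation; plate controls were LPI-stimulated DMSO wells for no effect and DMSO wells without LPI for full effect; some results filed as inactive read as strong as hits; confirmed hits need IC50 under 10 µM and bright autofluorescent wells are also inconclusive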
NTR1 agonist cell count 20 µM – second read-out of NTR1 agonist, no call of its own (marks repeat the call); cell count; measured here: cell count, cytotoxicity flag
Myeloid diff MLP GFP+ MAC1+ % – also measured in Myeloid diff MLP; calls as there; GFP+ MAC1+ double positive, %; measured here: differentiation confirmed by MAC1 staining
The depositor's hits bear a star; i = inactive; ? = inconclusive; nt = not tested or not shown; + = active, no number.

SMILES	LYP inhibition	Rac1 GTP hydrolysis	SIAH1 antagonists	Myeloid diff MLP	Myeloid diff MLP GFP+ MAC1+ %	NTR1 agonist	NTR1 agonist cell count 20 µM	PhoP inhibition	GPR35 antagonists	HIV fusion peptide	GPR55 LPI antagonism
COc1ccc(C(CC(=O)N2CCCCC2)C(C)C)cc1 (centres undefined)	-5%	11%	8%	i	0.6	-1.0	45	-8%	8%	-1.1%	-2%
CC(C)S(=O)(=O)N1CCN(c2ccnc3cc(Cl)ccc23)CC1	-6%	nt	-1%	i	0.8	-0.1	56	-6%	1%	0.6%	4%
N#Cc1c(-c2ccc(Cl)cc2Cl)nc2n(c1=O)CCS2	-9%	6%	-4%	i	0.8	0.7	31	-3%	-4%	-0.6%	-11%
Cc1ccnc(NC(=O)CCCNC(=O)c2ccc(Cl)cc2)c1	nt	8%	nt	i	1.3	0.0	45	-7%	nt	nt	nt
CN(C)S(=O)(=O)c1ccc(C(=O)OCC2CCCO2)cc1 (centres undefined)	-6%	nt	6%	i	0.5	nt	nt	7%	-18%	-0.4%	5%
COc1ccc(C2NC(=O)N(C)C(C)=C2[N+](=O)[O-])cc1 (centres undefined)	-6%	2%	6%	i	0.2	1.2	65	1%	10%	-1.4%	6%
Cc1cc(=O)oc2cc(OCc3ccc(C(=O)OCC(=O)N(C)C4CCS(=O)(=O)C4)cc3)ccc12 (centres undefined)	-3%	11%	10%	i	0.4	-1.5	78	-15%	1%	0.6%	1%
CCOC(=O)C1=C(CC)OC(N)=C(C#N)C1c1ccc(OC)cc1OC (centres undefined)	-3%	-3%	6%	i	0.5	0.3	99	15%	-2%	-0.6%	45%
O=C(COc1ccccc1)NCC(=O)Nc1cccc(S(=O)(=O)NC2=NCCC2)c1	2%	3%	-2%	i	0.1	1.4	35	-4%	-3%	0.8%	5%
Cc1ccc(NC(=S)N2CCN(c3ccccc3F)CC2)c(C)c1	-1%	12%	0%	i	0.5	0.3	56	5%	-14%	-1.7%	4%
CCN1C(=O)[C@H]2[C@@H](c3ccc(C)cc3)N3C(=O)N(c4ccc(OC)cc4)C(=O)[C@@]3(Cc3ccccc3)[C@H]2C1=O	nt	1%	nt	i	1.2	-0.9	79	6%	nt	nt	nt
Cc1ccc(-c2cc(C(F)F)n3ncc(C(=O)N4CCc5ccccc54)c3n2)cc1	-1%	11%	10%	?	nt	1.7	90	7%	-6%	-1.6%	-16%
O=C(CN1C2CCC1CC(NC(=O)C1CC1)C2)NCc1ccccc1 (centres undefined)	-14%	4%	-2%	i	0.8	-0.2	97	-6%	6%	-1.5%	-2%
CSc1nc(-c2ccc(Cl)cc2)nn1S(=O)(=O)c1ccccc1	1%	6%	6%	i	1.0	3.5	42	7%	-1%	0.3%	2%
Cn1c(SCc2ccccc2F)nc2cccnc21	0%	1%	3%	i	1.8	1.6	73	-7%	-10%	-0.7%	13%
Cc1ccc(S(=O)(=O)N2CCOCC2)cc1NC(=O)COC(=O)COc1cccc2c1OC(C)(C)C2	nt	3%	nt	i	1.2	-0.4	71	-3%	nt	nt	nt
COCCN1CCn2c(nc3cc(NC(=O)c4cccs4)ccc32)C1	-12%	2%	-6%	i	1.3	0.8	57	-11%	6%	1.0%	-5%
Cc1cnccc1CN(C)Cc1cn(C)nc1-c1cccc(Cl)c1	-9%	-1%	-1%	i	0.3	-0.2	48	8%	3%	0.4%	5%
Cc1ccc(-c2nnc(Nc3ccc4c(c3)OCO4)c3ccccc23)cc1S(N)(=O)=O	-6%	5%	-2%	i	1.0	4.7	65	2%	0%	1.1%	18%
CCSc1nnc(NC(=O)c2cccc(OCc3c(C)noc3C)c2)s1	-6%	8%	2%	i	0.8	1.2	89	-10%	-10%	-0.5%	-5%

Taken from above.
SIAH1 antagonists result of `COc1ccc(C(CC(=O)N2CCCCC2)C(C)C)cc1` (centres undefined) stands at 8%
PhoP inhibition result of `CN(C)S(=O)(=O)c1ccc(C(=O)OCC2CCCO2)cc1` (centres undefined) stands at 7%
PhoP inhibition result of `CSc1nc(-c2ccc(Cl)cc2)nn1S(=O)(=O)c1ccccc1` stands at 7%

Back to the main list with the four entries that preceded the break.
SMILES	LYP inhibition	Rac1 GTP hydrolysis	SIAH1 antagonists	Myeloid diff MLP	Myeloid diff MLP GFP+ MAC1+ %	NTR1 agonist	NTR1 agonist cell count 20 µM	PhoP inhibition	GPR35 antagonists	HIV fusion peptide	GPR55 LPI antagonism
COCCN1CCn2c(nc3cc(NC(=O)c4cccs4)ccc32)C1	-12%	2%	-6%	i	1.3	0.8	57	-11%	6%	1.0%	-5%
Cc1cnccc1CN(C)Cc1cn(C)nc1-c1cccc(Cl)c1	-9%	-1%	-1%	i	0.3	-0.2	48	8%	3%	0.4%	5%
Cc1ccc(-c2nnc(Nc3ccc4c(c3)OCO4)c3ccccc23)cc1S(N)(=O)=O	-6%	5%	-2%	i	1.0	4.7	65	2%	0%	1.1%	18%
CCSc1nnc(NC(=O)c2cccc(OCc3c(C)noc3C)c2)s1	-6%	8%	2%	i	0.8	1.2	89	-10%	-10%	-0.5%	-5%
COCCN(C(=O)c1ccc(OCC(C)C)cc1)c1c(N)n(Cc2ccccc2)c(=O)[nH]c1=O	nt	3%	nt	i	1.3	1.9	60	6%	nt	nt	nt
COC(=O)c1cn(C(=O)c2ccc(Cl)cc2)c2ccccc12	-4%	2%	9%	i	0.1	0.2	50	-1%	14%	9.5%	4%
CC(C)Sc1nc(N)c2c3c(sc2n1)CN(C)CC3	-6%	12%	-5%	nt	nt	0.5	43	1%	-6%	5.3%	-5%
Cn1c(COc2ccc(F)cc2)nc2ccccc21	4%	9%	1%	i	0.5	-0.1	67	-3%	5%	-0.6%	4%
CCCS(=O)(=O)c1nc(S(=O)(=O)c2ccc(C)cc2)c(N2CCC(C(N)=O)CC2)s1	-11%	5%	9%	i	1.4	1.1	46	-3%	11%	1.0%	5%
O=C(Cn1nnc(-c2ccccc2Cl)n1)N1CCCCC1	-3%	18%	16%	i	0.4	-0.7	56	1%	-3%	1.9%	13%
COc1ccc(-c2nnc(SCC(=O)Nc3cc(C)on3)n2C)cc1OC	-6%	6%	0%	+	18*	-1.1	60	8%	-7%	-2.5%	2%
CN(C)CCCC(=O)c1ccc2c(c1)OCO2	-3%	19%	2%	i	0.6	-1.5	45	3%	-3%	-1.5%	13%
Cc1cc(NC(=O)c2cccc(Br)c2)n[nH]1	nt	6%	nt	i	1.2	-4.4	100	-1%	nt	nt	nt
CN(Cc1cnn(C)c1)Cc1nc(C(c2ccccc2)c2ccccc2)no1	-1%	-2%	-1%	i	0.4	-1.4	79	-7%	-7%	0.7%	-2%
COc1cc(/C=C2\SC(c3ccccc3)=NC2=O)cc(Cl)c1O	0%	27%	-8%	i	0.2	nt	nt	0%	2%	26%	-1%
O=C(Nc1cccc(Cl)c1)C1=Cc2cc(Cl)ccc2OC1	-5%	9%	-2%	i	0.5	18	36	-6%	0%	-0.4%	-10%
CC1=NN(c2ccccc2)C(=O)/C1=C\c1c(C)[nH]n(-c2ccccc2)c1=O	0%	1%	-2%	i	1.0	6.3	69	-2%	-1%	-0.3%	13%
O=C(Nc1nc2n(n1)C(c1ccccc1)C=C(c1ccccc1)N2)c1ccco1 (centres undefined)	-7%	9%	-4%	i	0.6	-0.1	43	-7%	-22%	-1.7%	-2%
CN(C)S(=O)(=O)c1cccc(NC(=O)c2ccc(S(=O)(=O)N3CCCC3)cc2)c1	nt	-1%	nt	i	0.3	1.1	52	-7%	nt	nt	nt
CCOc1ccc(N2C(=O)CC(SC(=NC)Nc3ccc4c(c3)OCO4)C2=O)cc1 (centres undefined)	-4%	9%	3%	i	3.2	1.6	48	-4%	0%	0.1%	7%
CC(C)n1c(CN2CCN(Cc3ccccc3)CC2)nc2ccccc21	-6%	9%	4%	i	0.1	-0.4	39	-6%	1%	-1.5%	11%
CCc1nnc(NC(=O)c2ccc(S(=O)(=O)N3CCN(Cc4ccccc4)CC3)cc2)s1	-5%	3%	-1%	i	2.3	-0.5	34	-1%	10%	-3.4%	6%
CCCn1c(CCc2ccccc2)n[nH]c1=S	-11%	5%	8%	i	1.0	-1.0	52	-8%	18%	-1.2%	10%
Cc1ccc(C(=O)NC(=O)CSc2ncccc2C(=O)O)cc1	-5%	1%	-4%	i	0.3	-0.2	86	-17%	-3%	-1.5%	9%
CN1CCN(CC(=O)N2c3ccccc3Sc3ccccc32)CC1	-6%	10%	8%	i	0.5	-0.5	55	1%	-4%	0.3%	-1%
CCCN(c1ccc(OCC)cc1)c1ncnc2nc[nH]c12	-3%	14%	7%	i	2.6	2.0	60	8%	-15%	-1.7%	-3%
CCc1cc2c(=O)c(-c3ccc4c(c3)OCCO4)coc2c(CN2CCCCC2C)c1O (centres undefined)	6%	7%	3%	i	0.7	3.4	47	nt	2%	15%	3%
O/N=C(\C[n+]1ccccc1)c1ccc(Br)cc1	2%	11%	-1%	i	0.6	-0.4	94	-2%	-4%	-1.2%	-14%

Bioassay records deposited in PubChem BioAssay by several laboratories.
